MITF TRPM1 HTS – activators of MITF-driven TRPM1 promoter reporter, primary screen, cell-based, SK-MEL-5, luciferase, single point; 300,000 tested, 0.75% active; activation, % at 12.5 µM; AID 588334, 2011; SK-MEL-5 TRPM1-promoter luciferase, 24 h; % of positive control, neutral wells = 0;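 active = mean activation of at least 80% with every replicate also reaching 80%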;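 also: 0% = neutral control wells and 100% = parthenolide positive control wells; values of inactives mirror those of a sister screen read the other way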
CDK5 inh – inhibitors of human CDK5/p35 kinase, primary screen, biochemical, single concentration; AID 488839, 2010; 330,000 tested, 0.01% active; inhibition, % at 10 µM; Cyclin-dependent kinase 5 (Homo sapiens) + Cyclin-dependent kinase 5 activator 1 (Homo …; Recombinant CDK5/p35, ADP-Glo luminescence, 60 min;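 active = highest replicate inhibition of at least 50% and at least 75% of replicates reaching 50%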;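 also: plate controls were DMSO neutral control for no effect and GW8510 at 10 µM for full effect; many of its hits are not listed in these tables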
Arr AP2 block – inhibitors of beta-arrestin/AP2 binding, primary screen, biochemical, GPCR trafficking, flow cytometry | beta-arrestin 1 C-terminal peptide binding to AP2 beta2-adaptin appendage (human) | FITC-arrestin peptide / GST-AP2 beads; AP2 beta2 appendage carries R879A mutation | inhibition, % at 10 µM | 340,000 tested, 0.31% active | AID 504490, 2011;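 active = inhibition above a set limit, near 3 SD of compounds lacking own fluorescence, cut at about 54% in these data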;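 also: plate controls were DMSO wells for no effect and 5 µM unlabelled arrestin peptide for full effect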
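System: GST-AP2 R879A glutathione beads; medium: PBS, Tween 20 0.05%, BSA 0.1%; reagent: fluorescein-tagged arrestin peptide at 50 nM final; schedule: pre-incubation 12 min, peptide binding 1 h, room temperature; detection: flow cytometry, FL1 (488/535 nm); read-out: inhibition as reduced fluorescein signal on beads, percent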
SUMO Mot1 rescue – yeast Mot1-301 growth rescue at high temperature, primary screen, SUMOylation pathway inhibitor project, S. cerevisiae, ATP luminescence, 38.5C. 320,000 tested, 1% active. growth rescue, % at 18.8 µM. S. cerevisiae Mot1-301 growth rescue; percent above DMSO median, 100 means doubled;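 active = every valid replicate shows activation above 250% relative to neutral control wells; inactive = the rest, any valid replicate at or below 250%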;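 also: OY570 slx delta 5 strain wells were the positive control but not used for scaling; some compounds called inactive have numbers as strong as hits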
dFosB activator – activators of delta FosB homodimer, primary screen, biochemical, fluorescence polarization, TAMRA-CDK5 oligo, single point; AID 493131, 2011; activation, % at 25 µM; 340,000 tested, 0.99% active; purified delta FosB; percent of positive-control signal above neutral wells;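 active = mean activation above about 17%, with every replicate also reaching it, limit read from the data, passing the limit was not always enough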;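 also: fluorescence polarization rise as delta FosB binds a TAMRA Cdk5 AP-1 oligo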
PKA-R2B act – activators of PKA-R2B holoenzyme, primary screen, biochemical, fluorescence polarization, Cy5-IP20, human. 340,000 tested, 0.079% active. PKA-R2B holoenzyme dissociation; R2B truncated from residue 108, S112A mutant; 0% DMSO only, 100% 113 µM cGMP. AID 504700, 2011. activation, % at 11.4 µM;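 active = activation above a cutoff set at the mean over all compounds plus 3 SD, cut at about 18% in these data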;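 also: higher means more holoenzyme dissociation and a rise in polarization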
SR-BI HDL uptake – inhibitors of SR-BI mediated HDL lipid uptake, primary screen, ldlA[mSR-BI] cells, fluorescence, single point; Scavenger receptor class B member 1 (Mus musculus), Q61009; ldlA[mSR-BI] CHO cells, DiI-HDL uptake fluorescence, 3 h; inhibition, % at 12.5 µM; 320,000 tested, 0.96% active; AID 488896, 2010;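 active = mean replicate inhibition of at least 70% and a set share of replicates each scoring 70 or more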;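 also: 0% = median of neutral control wells and 100% = median of positive control wells; values of inactives mirror those of a sister screen read the other way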
SR-BI uptake up – activators of SR-BI mediated DiI-HDL uptake, primary screen, ldlA[mSR-BI] CHO cells, DiI fluorescence; 3 h; 100 = double the neutral-control signal; activation, % at 12.5 µM; 320,000 tested, 0.096% active;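 active = mean replicate activation of at least 60% and every replicate at or above 60%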;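 also: 0% = median plate neutral-control signal and 100% = twice that signal; values of inactives mirror those of a sister screen read the other way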
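Test system: SR-BI-overexpressing, LDLR-lacking CHO cells. Measured by: DiI fluorescence, bottom read. Medium: Ham's F12 with 0.5% BSA, HEPES 25 mM, pH 7.4. Timing: 3 h uptake period with compound, 37 °C.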
NSD2 HMT inh – NSD2 histone methyltransferase inhibitors, primary screen, biochemical, AlphaScreen, single concentration, set 2. NSD2 peptide methylation, 120 min. inhibition, % at 12.5 µM. 310,000 tested, 0.54% active; in the data active = inhibition above about 50%
DSG3 Ab inh – inhibitors of pemphigus antibody binding to DSG3, primary screen, biochemical, bead-based, flow cytometry, scFv-GFP. Desmoglein-3 (Homo sapiens), P32926. DSG3-coupled beads, scFv-anti-DSG3-GFP binding; stronger effect = lower value. binding (percent of control), % at 10 µM. 310,000 tested, 0.48% active;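 active = binding more than 3 SD below its plate's average and above zero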;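 also: hits lower antibody fragment binding to DSG3; some compounds called inactive have numbers as strong as hits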
PKA-R1A act – activators of PKA-R1A holoenzyme, primary screen, biochemical, fluorescence polarization, Cy5-IP20, bovine R1A, mouse PKAc. cAMP-dependent protein kinase type I-alpha regulatory subunit (Bos taurus) + …. PKA-R1A dissociation; scaled: DMSO 0%, 113 µM cGMP 100%. activation, % at 11.4 µM. 340,000 tested, 0.083% active;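 active = percent activation above the mean of all tested compounds plus 3 SD, cut at about 19% in these data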;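 also: higher means more PKAc released from R1A so a rise in polarization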
Numbers without * were called inactive.

Results for C=CCN1CC(O)=C(c2ccccc2)C1=N ?
MITF TRPM1 HTS: 1; CDK5 inh: -0.9; Arr AP2 block: 3; SUMO Mot1 rescue: -23; dFosB activator: 3; PKA-R2B act: -5; SR-BI HDL uptake: -11; SR-BI uptake up: 11; NSD2 HMT inh: -1; DSG3 Ab inh: 84; PKA-R1A act: -2

What do the screens show for `O=C(O)c1cc(-c2cccs2)nc2cc3c(cc12)OCCO3`?
MITF TRPM1 HTS: -2; CDK5 inh: 1.3; Arr AP2 block: -2; SUMO Mot1 rescue: -8; dFosB activator: 7; PKA-R2B act: -4; SR-BI HDL uptake: -20; SR-BI uptake up: 20; DSG3 Ab inh: 111; PKA-R1A act: 1

Results for NC(=O)c1ccc(NC(=O)COC(=O)/C=C/c2cccs2)cc1 ?
MITF TRPM1 HTS: -10; CDK5 inh: -1.4; Arr AP2 block: 2; SUMO Mot1 rescue: 4; dFosB activator: 8; PKA-R2B act: 4; SR-BI HDL uptake: 3; SR-BI uptake up: -3; NSD2 HMT inh: 0; DSG3 Ab inh: 102; PKA-R1A act: -5

How did O=C(/C=C/c1ccc([N+](=O)[O-])cc1)NCc1cccnc1 do in these assays?
MITF TRPM1 HTS: -7; CDK5 inh: -1.3; Arr AP2 block: -6; SUMO Mot1 rescue: -15; dFosB activator: -6; PKA-R2B act: 6; SR-BI HDL uptake: -19; SR-BI uptake up: 19; NSD2 HMT inh: 0; DSG3 Ab inh: 107; PKA-R1A act: 3

What do the screens show for `CCN(CC(=O)Nc1ccc2c(c1)OCCO2)c1nc(-c2cccnc2)nc2ccccc12`?
MITF TRPM1 HTS: -9; CDK5 inh: -1.0; Arr AP2 block: -1; SUMO Mot1 rescue: -13; dFosB activator: -5; PKA-R2B act: -12; SR-BI HDL uptake: -4; NSD2 HMT inh: -2; PKA-R1A act: -4

Results for c1ccc2[nH]cnc2c1 ?
MITF TRPM1 HTS: 6; CDK5 inh: -5.1; Arr AP2 block: 0; SUMO Mot1 rescue: 1; dFosB activator: 1; PKA-R2B act: 12; SR-BI HDL uptake: -3; SR-BI uptake up: 3; DSG3 Ab inh: 122; PKA-R1A act: -2

Results for O=C(CSc1ncnc2sc3c(c12)CCC3)N1CCOCC1 ?
MITF TRPM1 HTS: 12; CDK5 inh: -1.4; Arr AP2 block: -1; SUMO Mot1 rescue: -3; dFosB activator: -22; PKA-R2B act: -5; NSD2 HMT inh: 15; PKA-R1A act: -2

How did Cc1ccc(C2(C)NC(=O)N(CC(=O)NC(=O)NC(C)(C)C)C2=O)cc1 (configuration not stated) do in these assays?
MITF TRPM1 HTS: -1; CDK5 inh: 1.7; Arr AP2 block: -50; SUMO Mot1 rescue: 0; dFosB activator: -10; PKA-R2B act: 11; SR-BI HDL uptake: 1; SR-BI uptake up: -1; NSD2 HMT inh: -2; DSG3 Ab inh: 108; PKA-R1A act: -4

Results for O=S(=O)(NOCc1ccc(Cl)cc1)c1ccc(Cl)cc1 ?
MITF TRPM1 HTS: -4; CDK5 inh: 0.8; Arr AP2 block: 35; SUMO Mot1 rescue: 41; dFosB activator: 0; PKA-R2B act: -4; SR-BI HDL uptake: 5; SR-BI uptake up: -5; NSD2 HMT inh: -3; PKA-R1A act: 3

How did CC1=C(C(=O)OC(C)(C)C)C(c2cccc3ccccc23)NC(=O)N1 (configuration not stated) do in these assays?
MITF TRPM1 HTS: -12; CDK5 inh: 0.0; Arr AP2 block: 35; SUMO Mot1 rescue: -3; dFosB activator: -11; PKA-R2B act: -3; SR-BI HDL uptake: -4; SR-BI uptake up: 4; NSD2 HMT inh: -3; DSG3 Ab inh: 100; PKA-R1A act: 3

How did CCCOc1ccc(S(=O)(=O)n2cc(Br)c(=O)[nH]c2=O)cc1 do in these assays?
MITF TRPM1 HTS: -11; CDK5 inh: -2.6; Arr AP2 block: 5; SUMO Mot1 rescue: -6; dFosB activator: -13; PKA-R2B act: -5; SR-BI HDL uptake: -1; SR-BI uptake up: 1; NSD2 HMT inh: -1; DSG3 Ab inh: 99; PKA-R1A act: 2

How did COc1cccc(N(CC(=O)NCCSc2ccccn2)S(=O)(=O)c2ccccc2)c1 do in these assays?
MITF TRPM1 HTS: -9; CDK5 inh: -0.2; Arr AP2 block: -1; SUMO Mot1 rescue: -6; dFosB activator: -3; PKA-R2B act: 6; NSD2 HMT inh: -4; DSG3 Ab inh: 100; PKA-R1A act: 4

Results for CN1CCN(S(=O)(=O)c2cccc(C(=O)Nc3ccccc3N3CCCC3)c2)CC1 ?
MITF TRPM1 HTS: -2; CDK5 inh: -0.4; Arr AP2 block: -2; SUMO Mot1 rescue: 124; dFosB activator: -5; PKA-R2B act: 6; SR-BI HDL uptake: 2; SR-BI uptake up: -2; NSD2 HMT inh: 3; DSG3 Ab inh: 107; PKA-R1A act: -1

Results for O=C(O)CC1(CC(=O)Nc2ccccc2C(=O)c2ccccc2)CCCC1 ?
MITF TRPM1 HTS: -8; CDK5 inh: -0.2; Arr AP2 block: 18; SUMO Mot1 rescue: 6; dFosB activator: 0; PKA-R2B act: 8; SR-BI HDL uptake: -10; SR-BI uptake up: 10; NSD2 HMT inh: -2; DSG3 Ab inh: 99; PKA-R1A act: 0

Results for Cc1cc(C)nc(NS(=O)(=O)c2ccc(NC(=S)NC(=O)CC(C)C)cc2)n1 ?
MITF TRPM1 HTS: 5; CDK5 inh: -0.1; Arr AP2 block: 1; SUMO Mot1 rescue: -4; dFosB activator: -5; PKA-R2B act: -4; SR-BI HDL uptake: -11; SR-BI uptake up: 11; DSG3 Ab inh: 106; PKA-R1A act: 8

What do the screens show for `CN1CCN(C(=S)NC(=O)/C=C/c2cccs2)CC1`?
MITF TRPM1 HTS: 1; CDK5 inh: -1.0; Arr AP2 block: -2; SUMO Mot1 rescue: 5; dFosB activator: -9; PKA-R2B act: 2; SR-BI HDL uptake: 2; SR-BI uptake up: -2; NSD2 HMT inh: 4; DSG3 Ab inh: 114; PKA-R1A act: -6

What do the screens show for `COc1cc(NC(=O)c2ccco2)c(C(=O)O)cc1OC`?
MITF TRPM1 HTS: -1; CDK5 inh: -1.5; Arr AP2 block: -1; SUMO Mot1 rescue: -10; dFosB activator: 4; PKA-R2B act: 1; SR-BI HDL uptake: -5; SR-BI uptake up: 5; NSD2 HMT inh: -6; DSG3 Ab inh: 105; PKA-R1A act: -5

Results for CCCCN(CCCC)c1nc(-c2ccncc2)nc2ccccc12 ?
MITF TRPM1 HTS: 13; CDK5 inh: -2.4; Arr AP2 block: 5; SUMO Mot1 rescue: 7; dFosB activator: -6; PKA-R2B act: -13; SR-BI HDL uptake: 51; SR-BI uptake up: -51; NSD2 HMT inh: -1; DSG3 Ab inh: 114; PKA-R1A act: 0

How did O=C(Nc1cccc(C(=O)N2CCOCC2)c1)C1CC1 do in these assays?
MITF TRPM1 HTS: -2; CDK5 inh: 0.8; Arr AP2 block: 32; dFosB activator: 5; PKA-R2B act: -1; SR-BI HDL uptake: -10; SR-BI uptake up: 10; DSG3 Ab inh: 110; PKA-R1A act: 4

How did CCCn1cc(CN2CCC(Cc3ccccc3)(C(=O)OCC)CC2)c(C)n1 do in these assays?
MITF TRPM1 HTS: -7; CDK5 inh: -1.8; Arr AP2 block: 0; SUMO Mot1 rescue: -9; dFosB activator: -8; PKA-R2B act: -4; SR-BI HDL uptake: -18; SR-BI uptake up: 18; NSD2 HMT inh: 2; DSG3 Ab inh: 105; PKA-R1A act: 2

How did O=C1NC(=S)SC1=Cc1ccccc1Br do in these assays?
MITF TRPM1 HTS: 4; CDK5 inh: 1.0; Arr AP2 block: -9; dFosB activator: -8; PKA-R2B act: 11; SR-BI HDL uptake: -12; SR-BI uptake up: 12; NSD2 HMT inh: 14; DSG3 Ab inh: 96; PKA-R1A act: 6

How did CCOC(=O)N1CCN(S(=O)(=O)c2ccc(OCC(=O)OC)c(C)c2)CC1 do in these assays?
MITF TRPM1 HTS: 0; CDK5 inh: 1.2; Arr AP2 block: -4; SUMO Mot1 rescue: -23; dFosB activator: -8; PKA-R2B act: -6; SR-BI HDL uptake: -16; SR-BI uptake up: 16; NSD2 HMT inh: -6; DSG3 Ab inh: 103; PKA-R1A act: 9

Results for Cc1cccc(C(=O)N[C@H](C(=O)OCc2cc(=O)n3c(n2)sc2ccccc23)C(C)C)c1 ?
MITF TRPM1 HTS: 12; CDK5 inh: 2.0; Arr AP2 block: 24; SUMO Mot1 rescue: -8; dFosB activator: -10; PKA-R2B act: 8; SR-BI HDL uptake: -16; SR-BI uptake up: 16; NSD2 HMT inh: 0; DSG3 Ab inh: 106; PKA-R1A act: -5

Results for O=C(NCc1cccnc1)c1cccc(S(=O)(=O)N2CCCC2)c1 ?
MITF TRPM1 HTS: 3; CDK5 inh: -0.3; Arr AP2 block: -4; SUMO Mot1 rescue: 7; dFosB activator: -1; PKA-R2B act: -2; SR-BI HDL uptake: -2; SR-BI uptake up: 2; NSD2 HMT inh: 0; DSG3 Ab inh: 106; PKA-R1A act: -9

How did O=C(CSc1ccc(Cl)cc1)NC1=NN(c2ccccc2)C(=O)C1 do in these assays?
MITF TRPM1 HTS: -4; CDK5 inh: -2.3; Arr AP2 block: 5; SUMO Mot1 rescue: 1; dFosB activator: 4; PKA-R2B act: -8; SR-BI HDL uptake: 12; SR-BI uptake up: -12; NSD2 HMT inh: 2; DSG3 Ab inh: 100; PKA-R1A act: -7

How did COCc1cccc(C(=O)NC(c2ccccc2)c2ccccc2)c1 do in these assays?
MITF TRPM1 HTS: -2; CDK5 inh: -1.0; Arr AP2 block: 0; SUMO Mot1 rescue: -14; dFosB activator: -6; PKA-R2B act: 1; NSD2 HMT inh: -2; DSG3 Ab inh: 105; PKA-R1A act: 9

Bioassay records deposited in PubChem by several laboratories.
